# ABCB1 block – human ABCB1 inhibition, ABCG2 as counter-screen. CCRF-Adr cells, JC-1 efflux, flow cytometry. P08183. AID 1326. 0.067% of 190,000 active. inhibition, % at 6.6 µM; in the data active = inhibition above about 40%;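 also: 0% = vehicle and 100% = reference inhibitor; higher value means more JC-1 retained so stronger ABCB1 efflux block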
# RGS7-Gao reg – regulators of human RGS7-Galphao interaction | 0.35% of 220,000 active | P09471 | Multiplexed bead flow cytometry, RGS7-Galphao binding; actives lie on both sides | binding response (% of control), % at 10 µM | AID 1439; in the data active = binding response below about 49% or above about 150%; inconclusive = no clear call, values can overlap the other calls; inactive = in between;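 also: fluorescent Galphao held in activated GDP-AlF4 state binding bead-coupled RGS7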
# Avidin bead fluor – avidin bead compound fluorescence profile; Avidin beads, compound fluorescence 488/530 nm, flow cytometry; stronger effect = higher value; fluorescence (KMESF) at 10 µM; 0.38% of 220,000 active; in the data active = fluorescence above about 47; also: inactives centre near 10
# Bcl-W Bim block – inhibitors of Bim-Bcl-W interaction, human | bead-based flow cytometry, Bim peptide-Bcl-W binding | inhibition, % at 10 µM | 0.02% of 190,000 active;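 also: 0% = bound tracer without compound and 100% = peptide blocker; higher means less fluorescent Bim peptide bound to Bcl-W beads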
# Bcl-B Bim block – disrupts Bim peptide binding to human Bcl-B; AID 951; Q9HD36; inhibition, % at 10 µM; bead-based flow cytometry; 0.073% of 190,000 active;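 also: 0% = tracer peptide without compound and 100% = reference inhibitor peptide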
# Target sequence (Q9HD36 whole entry, looked up): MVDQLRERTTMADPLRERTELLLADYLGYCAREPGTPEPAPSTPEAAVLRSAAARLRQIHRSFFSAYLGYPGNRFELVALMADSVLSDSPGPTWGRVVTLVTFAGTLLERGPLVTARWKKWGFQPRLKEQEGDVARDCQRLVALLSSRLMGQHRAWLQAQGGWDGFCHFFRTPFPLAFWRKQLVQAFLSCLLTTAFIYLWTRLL
# Bim-Bcl-XL – disrupts Bim peptide binding to human Bcl-XL. Q07817. inhibition, % at 10 µM. 0.04% of 190,000 active. bead flow cytometry, fluorescence
# GSH fluor – compound fluoresces at 488/530 nm on GSH beads | 0.25% of 190,000 active | fluorescence (KMESF) at 10 µM | AID 1776 | GSH beads flow cytometry, compound fluorescence 488/530 nm; stronger effect = higher value; in the data active = fluorescence above about 89;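 also: glutathione beads carrying GST-tagged Bcl family fusion proteins plus one bare bead set; values are compound well signal with DMSO vehicle wells as background; inactives centre near 16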
# RGS4-Gao reg – human RGS4-Galphao interaction regulation; binding response (% of control), % at 10 µM; P09471; 0.33% of 220,000 active; Multiplexed bead flow cytometry, RGS4-Galphao binding; actives lie on both sides; in the data active = binding response below about 49% or above about 150%; inactive = in between;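 also: fluorescent Galphao activated with aluminum fluoride binding bead-coupled RGS4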
# Bim-Bfl-1 – inhibitors of Bim-Bfl-1 interaction, human; 0.12% of 190,000 active; inhibition, % at 10 µM; Q16548; Bead-based flow cytometry, Bim-Bfl-1 binding inhibition;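 also: 0% = wells without compound plus tracer and 100% = blocker peptide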
# Bcl-2 Bim block – inhibitors of Bim-Bcl-2 interaction, human | P10415 | Bead-based flow cytometry, Bim peptide-Bcl-2 binding | inhibition, % at 10 µM | 0.06% of 190,000 active | AID 950; in the data active = inhibition above about 40%; inconclusive = no clear call, values can overlap the other calls;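 also: 0% = no compound wells with probe peptide and 100% = reference peptide inhibitor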
# Target sequence (P10415 whole entry, looked up): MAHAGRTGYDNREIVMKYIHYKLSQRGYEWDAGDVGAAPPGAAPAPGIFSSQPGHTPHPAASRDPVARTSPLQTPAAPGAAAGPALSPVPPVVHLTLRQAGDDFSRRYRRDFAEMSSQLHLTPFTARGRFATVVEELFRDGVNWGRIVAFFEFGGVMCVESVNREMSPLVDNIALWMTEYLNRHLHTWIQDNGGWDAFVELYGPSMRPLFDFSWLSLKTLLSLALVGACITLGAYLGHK
# ABCG2 block – inhibitors of human ABCG2 transporter, ABCB1 counter-screen; Q9UNQ0; IgMXP3 cells, JC-1 efflux, flow cytometry; inhibition, % at 6.6 µM; 0.1% of 190,000 active;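 active = inhibition above 80%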;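 also: 0% = DMSO and 100% = nicardipine control wells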
# Target sequence (Q9UNQ0 whole entry, looked up): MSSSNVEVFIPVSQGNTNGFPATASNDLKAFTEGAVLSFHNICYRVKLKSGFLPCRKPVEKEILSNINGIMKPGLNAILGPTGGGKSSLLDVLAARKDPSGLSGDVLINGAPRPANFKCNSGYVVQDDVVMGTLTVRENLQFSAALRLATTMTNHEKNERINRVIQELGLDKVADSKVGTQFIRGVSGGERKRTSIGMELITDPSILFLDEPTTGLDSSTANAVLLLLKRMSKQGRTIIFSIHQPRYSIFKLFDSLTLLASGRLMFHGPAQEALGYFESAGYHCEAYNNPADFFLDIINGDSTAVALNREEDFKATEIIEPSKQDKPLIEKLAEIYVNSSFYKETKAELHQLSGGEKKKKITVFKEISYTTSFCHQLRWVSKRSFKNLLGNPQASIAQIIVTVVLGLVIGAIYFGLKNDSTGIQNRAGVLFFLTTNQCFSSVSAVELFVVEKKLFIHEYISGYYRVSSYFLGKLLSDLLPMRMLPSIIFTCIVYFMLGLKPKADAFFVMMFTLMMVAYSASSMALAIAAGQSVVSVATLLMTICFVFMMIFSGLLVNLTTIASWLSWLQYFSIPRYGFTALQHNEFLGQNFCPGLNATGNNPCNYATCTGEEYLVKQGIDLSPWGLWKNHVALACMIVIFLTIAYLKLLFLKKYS
#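 Test system: IgMXP3 cells (ABCG2) mixed with DDAO far-red-labelled CCRF-Adr cells (ABCB1). Reagent: JC-1 transporter substrate. Compound dosing: single test compound dose, 6.6 µM final. Times: 10 min compound exposure, 25 °C. Detection: flow cytometry of retained JC-1 fluorescence. Read-out basis: efflux inhibition in percent versus controls. Controls: nicardipine and DMSO wells.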
# * hit, by the source's call; ? = inconclusive; [ ] = remark or other dose. Rule as the data show it, unless noted: active = inhibition above about 40%. Some of the compounds tested (hit frequency here may not be typical).
mol,ABCB1 block,RGS7-Gao reg,Avidin bead fluor,Bcl-W Bim block,Bcl-B Bim block,Bim-Bcl-XL,GSH fluor,RGS4-Gao reg,Bim-Bfl-1,Bcl-2 Bim block,ABCG2 block
Cc1ccccc1OCCCn1cc(C(=O)C(=O)N2CCOCC2)c2ccccc21,1.5,?,8,-3,-3,-5,15,93,-4,-7,16
O=C(Nc1cccc(Cl)c1)c1c(O)c2c(n(Cc3ccccc3)c1=O)CCCC2,0.2,105,12,-3,-8,-7,23,102,-2,-3,0
COc1cc2c(cc1OC)C(C(=O)NCCC(C)C)C1CCCCN1C2=O (stereo unspecified),2.8,100,12,-1,-4,-6,21,101,-2,-2,5
CCCc1[nH]nc2c1C1(C(=O)N(CC(N)=O)c3ccccc31)C(C(=O)OC)=C(N)O2 (stereo unspecified),0.9,98,7,-3,-6,-3,73,100,-5,-1,2
CCN(CC)CCN=Cc1c(O)n(CCc2ccccc2)c(=O)[nH]c1=O,0.0,96,6,-5,0,-1,18,97,-3,-2,1
CN(C)c1ccc(C=C2C(=O)NC(=S)NC2=O)cc1[N+](=O)[O-],1.2,105,20,-3,-4,0,13,103,0,1,7
CCC(COC(=O)NC)NC(=O)Oc1ccccc1 (stereo unspecified),0.0,100,36,-1,-2,-4,14,101,0,3,0
O=c1c(C=NCCN2CCNCC2)c(O)n(C2CCCCC2)c(=O)n1C1CCCCC1,1.0,100,8,0,-5,0,5,105,-8,-5,3
CN(C)CCCN=Cc1c(O)n(CCc2ccccc2)c(=O)[nH]c1=O,-0.7,101,24,-4,-5,-4,23,107,-3,-2,0
CCCCCc1nc2c(c(=O)c3ccccc3n2C)c(=O)n1C1CCCCCC1,1.3,96,11,-7,-15,-10,19,96,-12,-9,12
CCOc1cc2[nH]c(=S)n(CCCC(=O)N3CCC4(CC3)OCCO4)c(=O)c2cc1OCC,-2.6,101,16,-2,-23,-7,20,98,0,-2,-1
O=C1NC(=O)C(=Cc2ccc(OCC(=O)N3CCOCC3)cc2)C(=O)N1,-1.8,98,10,0,3,1,8,94,8,3,-10
C[C@@H]1CC2(CCCC[N+]2(C)C)C[C@H]1C,0.2,104,5,4,-8,0,20,101,0,3,-1
CC(C)NS(=O)(=O)c1ccc(OCC(=O)N2CCN(Cc3ccc4c(c3)OCO4)CC2)c(Cl)c1,0.9,96,10,5,-3,-2,13,97,-12,-8,4
CC(C)(C)NC(=S)/N=C(\N)N[N+](=O)[O-],0.6,99,8,-4,-2,-5,18,101,-5,-4,3
CCOC(=O)C1C2c3ccccc3O[C@@]1(C)N=C1SCC(=O)N12 (stereo partly specified),0.0,103,8,1,-4,-11,68,104,-14,-4,1
Clc1ccc2c(c1)C(c1ccccc1Cl)=NCc1nnc(N3CCN(CCSc4ccccc4)CC3)n1-2,0.3,105,15,0,0,-2,11,105,0,-1,0
Cc1c(/C=N/O)c2ccccc2n1C,-0.3,99,5,-5,-5,-4,20,99,-5,14,3
CCn1c(=O)n(CC)c2cc([N+](=O)[O-])c(N3CCNCC3)cc21,0.8,107,6,1,-3,0,19,102,-3,-5,5
COc1ccc(CCn2c(O)c(C=NCCN3CCCCC3)c(=O)[nH]c2=O)cc1OC,0.3,107,8,-1,-7,-7,16,107,-9,-4,1

# Next section.
mol,ABCB1 block,RGS7-Gao reg,Avidin bead fluor,Bcl-W Bim block,Bcl-B Bim block,Bim-Bcl-XL,GSH fluor,RGS4-Gao reg,Bim-Bfl-1,Bcl-2 Bim block,ABCG2 block
CCCCCSc1cc(OC)c(CCN)cc1OC,-0.5,104,13,-2,-6,-10,24,102,-10,-3,2
Cc1ccsc1C(=O)C1CCCN(Cc2ccc(O)cc2)C1 (stereo unspecified),1.2,101,11,-3,-3,-2,11,103,-2,0,4
Cc1c(N=Nc2c(O)[nH]c(=O)[nH]c2=O)c(=O)n(-c2ccccc2)n1C,-0.6,?,10,2,2,0,11,100,1,4,-2
CCCc1nc2ccccc2c(=O)n1-c1ccc(OC)cc1,0.0,98,10,0,-7,-5,36,79,-17,-6,9
CC(=O)Nc1ccccc1C(=O)OCC(=O)c1ccc2ccccc2c1,0.7,103,18,0,2,-2,16,104,0,-1,4
COCCOC(=O)C1=C(N)OC(C)=C(C(=O)OC)C12C(=O)Nc1ccccc12 (stereo unspecified),0.3,92,27,0,1,-4,17,96,2,0,2
COc1ccc(-n2c(=O)[nH]c3ccccc3c2=O)c(OC)c1,0.2,96,5,1,-5,-14,45,98,0,-3,2
Cn1c(O)c(C(c2ccncc2)c2c(O)n(C)c(=S)n(C)c2=O)c(=O)n(C)c1=S,0.2,99,37,-1,0,-2,21,102,-2,-3,1
O=C(Nc1ccc(Cl)cc1)Nc1nccs1,-0.1,100,38,-4,-2,-3,12,104,-4,-1,0
CCOc1ccc(C2(C#N)CC[N+](C)(C)CC2)cc1,-0.3,98,8,0,1,0,31,97,-1,-1,0
CN1CCN(c2cc(N3CCCC3)c([N+](=O)[O-])cc2F)CC1,0.6,104,19,0,0,-1,12,105,-3,-1,3
O=C(N/N=C/c1c(O)n(Cc2ccccc2)c(=O)[nH]c1=O)c1ccccc1,-0.2,99,13,-6,-8,-9,12,99,-10,-12,-10
O=[N+]([O-])NC1=NCN(Cc2ccco2)CN1Cc1ccco1,1.0,93,13,1,0,2,11,96,-18,-5,6
NC(=O)Cn1cc(C(=O)c2ccccc2F)c2ccccc21,0.1,?,9,-2,-3,-6,12,104,-1,0,1
Cn1c(O)c(C(=O)c2ccccc2F)c(=O)n(C)c1=O,-0.8,103,16,0,-7,-5,35,102,-12,-4,3
CN1/C(=C\C=C2C(=O)NC(=S)NC2=O)C(C)(C)c2ccccc21,0.9,102,12,0,-7,-3,20,101,-2,-5,1
Cc1ccc(NP(=O)(Oc2ccccc2F)Oc2ccccc2F)cc1C,0.2,100,1,-14,-12,-11,17,94,-5,-4,0
CCCCn1c(O)c(C(C)=NCc2ccc(F)cc2)c(=O)[nH]c1=O,0.9,100,6,3,-8,-2,41,100,-11,-6,5
CCOC(=O)N1CCC(NC(=O)CCc2nc(C3=CCN(C)CC3)no2)CC1,0.4,190*[activator],166*,0,0,0,23,125,-8,-6,8
COc1cc(CN2CCN(C(=O)COc3ccccc3)CC2)cc(OC)c1OC,0.4,96,18,3,0,2,5,90,0,-1,1

# Remaining list, next part.
mol,ABCB1 block,RGS7-Gao reg,Avidin bead fluor,Bcl-W Bim block,Bcl-B Bim block,Bim-Bcl-XL,GSH fluor,RGS4-Gao reg,Bim-Bfl-1,Bcl-2 Bim block,ABCG2 block
COc1ccc(C2C(C(=O)N3CCC4(CC3)OCCO4)CC(=O)N2c2ccc(OC)cc2)cc1 (stereo unspecified),0.2,97,12,-5,-4,-7,24,98,-2,-1,0
CCCCCCn1c(N)c(C(=O)NCCN2CCOCC2)c2nc3ccccc3nc21,1.9,103,40,-3,-11,-1,22,100,0,0,5
c1cncc(CNC2CCCC2)c1,-0.1,105,12,-1,-3,-1,11,102,-7,-2,0
Cc1ccc(C2(O)CCN3CCCCC32)cc1 (stereo unspecified),0.2,103,8,3,-3,0,6,102,-9,-1,1
Cc1ccc(Cn2nnnc2CN2CCC(n3nnc4ccccc43)CC2)cc1,1.1,105,8,6,-6,-4,6,103,-11,-6,1
O=C(c1ccccc1)c1cn(CC(=O)N2CCOCC2)c2ccccc12,0.5,108,9,4,-5,-6,49,105,-9,-3,3
FC(F)(F)c1ccc(CN2CCNCC2)cc1,0.2,99,9,-1,0,2,15,104,5,3,0
CC(C(=O)Nc1ccc(Br)cc1C(=O)c1ccccc1)N1CCCCC1 (stereo unspecified),0.3,100,9,4,-4,-1,12,99,-8,-7,1
COc1cccc(NP(=O)(Oc2ccccc2Cl)Oc2ccccc2Cl)c1,0.8,101,16,-3,-11,-4,15,101,-11,-7,12
Cc1ccc(-n2c(O)c(/C=N/NC(=O)c3ccncc3)c(=O)[nH]c2=O)cc1,0.4,100,14,-4,0,-1,20,100,-2,-9,2
O=P(O)(O)C#Cc1ccccc1,0.2,97,9,0,-7,-26,261*,98,-13,-8,0
CP(=O)(O)CCCN,0.0,97,12,-4,-8,-4,37,100,-14,-6,0
O=Cc1cn(CCCOc2ccccc2)c2ccccc12,0.9,99,13,-1,-3,-1,3,99,0,-1,24
CN(C)C(=O)Oc1ccc(-c2cn3cc(C(F)(F)F)ccc3n2)cc1,1.1,98,7,0,-2,-3,12,98,1,1,7
CCOC(=O)C1CCN(/C=C2/C(=O)NC(=O)N(c3ccc(OCC)cc3)C2=O)CC1,0.1,97,7,-2,-9,0,17,99,-11,-9,0
CN(C)C(Cc1ccc(Cl)cc1)C(=O)c1ccccc1 (stereo unspecified),0.6,104,23,-6,-7,-8,15,107,-14,-11,3
CCN(CC)c1nc2c(C)cccn2c(=O)c1C=C1C(=O)NC(=O)NC1=O,-0.8,102,9,-3,-3,-3,14,102,-5,-6,12
c1ccc2c3c(ccc2c1)OCC1CONC31 (stereo unspecified),0.3,102,12,-3,0,0,15,100,4,2,1
CN1C(=O)c2ccccc2Sc2ccc(C(=O)N3CCC4(CC3)OCCO4)cc21,0.5,102,23,4,-3,0,24,101,-5,0,0
CC1(C)CC(=O)C(C=NCCN2CCN(C(=O)Cc3ccc(F)cc3)CC2)=C(O)C1,0.0,101,25,-3,-8,-4,14,98,-11,-3,0

# Two entries picked at random from those above, as already listed:
mol,ABCB1 block,RGS7-Gao reg,Avidin bead fluor,Bcl-W Bim block,Bcl-B Bim block,Bim-Bcl-XL,GSH fluor,RGS4-Gao reg,Bim-Bfl-1,Bcl-2 Bim block,ABCG2 block
NC(=O)Cn1cc(C(=O)c2ccccc2F)c2ccccc21,0.1,?,9,-2,-3,-6,12,104,-1,0,1
O=P(O)(O)C#Cc1ccccc1,0.2,97,9,0,-7,-26,261*,98,-13,-8,0

# (continued)
mol,ABCB1 block,RGS7-Gao reg,Avidin bead fluor,Bcl-W Bim block,Bcl-B Bim block,Bim-Bcl-XL,GSH fluor,RGS4-Gao reg,Bim-Bfl-1,Bcl-2 Bim block,ABCG2 block
CC(C)(C)OC(=O)c1c(N)n(Cc2ccco2)c2nc3ccccc3nc12,0.7,96,8,-1,0,-3,55,95,-2,0,9
Cc1c(Cl)cccc1NC(=S)N1CC2CC(C1)c1cccc(=O)n1C2 (stereo unspecified),18,101,22,-4,-9,-9,15,101,-8,-6,14
CN1CCCC(C(=O)c2ccccc2)C1 (stereo unspecified),0.3,96,35,0,-1,0,20,97,-2,-1,0
COc1ccc(CC2C(=O)NC(=O)NC2=O)c(OC)c1,3.7,98,15,0,-1,-4,35,100,-2,-6,-3
Cc1ccc(/C=C2/C(=O)NC(=O)N(CC3CCCO3)C2=O)s1 (stereo unspecified),-0.9,100,11,-2,-1,-7,7,98,-1,0,-8
C=CCn1c(O)c(C(C)=NCCC2=CCCCC2)c(=O)[nH]c1=O,0.7,103,8,0,-2,-5,16,105,-9,-6,4
COc1ccc(CN2CCN(Cc3ccccc3)CC2)c(OC)c1,0.3,112,9,-7,-6,-9,17,117,0,6,0
Cc1ccc(-n2c(O)c(C=Nc3ccc(S(N)(=O)=O)cc3)c(=O)[nH]c2=O)cc1,-0.5,?,8,-2,-1,-1,25,109,1,0,0
CCN1CCN(c2ccc(N)c(C)c2)CC1,-0.2,116,17,0,9,1,15,103,-1,0,-1
Cc1c(C(=O)N2CCC3(CC2)OCCO3)sc2ncnc(N(C)c3ccccc3)c12,0.4,100,26,1,-2,0,15,100,-12,-3,0

# Compound activity: PubChem, NMMLSC
